# Assay outcomes: PubChem BioAssay, The Scripps Research Institute Molecular Screening Center
# M1 ag parental = counter-screen for M1 agonists: effect in parental CHO-K1 cells; Fluo-8 calcium fluorescence; scaled to maximal ATP response, vehicle zero; activation, % at 3 µM; 360,000 tested, 0.48% active; AID 602248, 2012; in the data active = activation above about 15%;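 note: untransfected CHO-K1 host cells lacking M1 receptor as counterscreen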
# M1 PAM = human M1 muscarinic receptor positive allosteric modulators, primary screen, CHO-K1 cells, Fluo-8 calcium fluorescence, 1536-well; AID 588819, 2011; 360,000 tested, 0.088% active; Muscarinic acetylcholine receptor M1 (Homo sapiens), P11229; CHO-K1 hM1, ACh EC20; 0% = ACh EC20, 100% = maximal ACh; activation, % at 3 µM; in the data active = activation above about 19%, passing the limit was not always enough
# Target sequence (P11229 whole entry, looked up): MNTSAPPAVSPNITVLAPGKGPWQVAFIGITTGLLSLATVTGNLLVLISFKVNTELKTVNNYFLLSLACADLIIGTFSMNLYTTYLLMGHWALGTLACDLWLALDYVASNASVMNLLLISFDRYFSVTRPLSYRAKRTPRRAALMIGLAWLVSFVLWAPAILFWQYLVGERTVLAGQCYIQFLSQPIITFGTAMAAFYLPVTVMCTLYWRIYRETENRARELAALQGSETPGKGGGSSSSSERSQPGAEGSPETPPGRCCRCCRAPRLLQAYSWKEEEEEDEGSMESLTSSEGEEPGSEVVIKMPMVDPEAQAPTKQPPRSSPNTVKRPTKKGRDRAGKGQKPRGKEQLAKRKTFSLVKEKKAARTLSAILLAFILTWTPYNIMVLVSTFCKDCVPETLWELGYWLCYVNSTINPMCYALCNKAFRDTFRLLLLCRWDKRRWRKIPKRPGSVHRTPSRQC
# CHRM1 agonist = human M1 muscarinic receptor agonists, primary screen, Fluo-8 calcium fluorescence, CHO-K1 cells, HTS. Muscarinic acetylcholine receptor M1 (Homo sapiens), P11229. CHO-K1 hM1, agonist mode; 0% DMSO, 100% acetylcholine EC100. activation, % at 3 µM. AID 588814, 2011. 360,000 tested, 0.33% active;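 active = activation above the run's mean compound activation plus 3 SD, cut at about 16% in these data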;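 note: peak over basal fluorescence ratio within a 140 s kinetic read after compound addition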
# M4 ag = human M4 muscarinic receptor agonists, primary screen, CHO-K1 cells, Fluo-8 calcium fluorescence; Muscarinic acetylcholine receptor M4 (Homo sapiens), P08173; CHO-K1 hM4/Gqi5; vehicle 0%, full acetylcholine response 100%; activation, % at 3 µM; 360,000 tested, 0.14% active;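 active = activation above the run mean over all test wells plus 3 SD, cut at about 32% in these data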;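 note: peak over basal fluorescence ratio per well then scaled between controls; 0% = DMSO wells and 100% = acetylcholine at EC100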
# Target sequence (P08173 whole entry, looked up): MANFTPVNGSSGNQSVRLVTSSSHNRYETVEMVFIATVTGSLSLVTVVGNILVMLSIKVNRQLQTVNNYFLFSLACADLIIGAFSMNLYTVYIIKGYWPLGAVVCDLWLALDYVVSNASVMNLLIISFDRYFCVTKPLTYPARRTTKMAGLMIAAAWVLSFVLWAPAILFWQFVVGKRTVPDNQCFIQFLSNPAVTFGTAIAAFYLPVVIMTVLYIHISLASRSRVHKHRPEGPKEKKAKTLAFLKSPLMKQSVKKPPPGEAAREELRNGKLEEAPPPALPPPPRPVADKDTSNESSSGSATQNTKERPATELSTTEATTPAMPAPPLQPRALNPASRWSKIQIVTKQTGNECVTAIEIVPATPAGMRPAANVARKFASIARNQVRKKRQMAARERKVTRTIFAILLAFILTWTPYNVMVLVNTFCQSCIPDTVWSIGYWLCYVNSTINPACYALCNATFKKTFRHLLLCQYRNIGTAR
# M4 antag = human M4 muscarinic receptor antagonists, primary screen, CHO cells, Fluo-8 calcium fluorescence; AID 624125, 2012; Muscarinic acetylcholine receptor M4 (Homo sapiens), P08173; 360,000 tested, 0.73% active; CHO-hM4 cells, ACh EC80; inhibition, % at 3 µM;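 active = inhibition above its plate's cutoff, the mean inhibition of sample wells plus 3 SD, cut at about 27% in these data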;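 note: 0% = acetylcholine EC80 with DMSO and 100% = DMSO without agonist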
# OXTR potentiate = human OXTR potentiators, primary screen, fluorescence, CHO-OTR cells, Fluo-8 calcium | Oxytocin receptor (Homo sapiens), P30559 | Fluo-8 calcium fluorescence, potentiator mode; 0% = oxytocin EC15, 100% = EC100 | activation, % at 3 µM | 320,000 tested, 0.061% active;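 active = activation above that plate's cutoff, the mean activation of tested compounds plus 3 SD, cut at about 6.6% in these data, passing the limit was not always enough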;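 note: 100% uses oxytocin at 75 nM as the full agonist control; some results filed as inactive read as strong as hits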
#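 System: human OTR in CHO cells; Also added: sub-maximal oxytocin, roughly EC15; Timing: compound 6 min at room temperature before oxytocin, 100 s read; Technique: Fluo-8 intracellular calcium fluorescence, ex 470-495, em 515-575 nm; Controls: oxytocin EC15 low and EC100 high; Replication: singlicate.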
# CHO-K1 Ca antag = counter-screen for M1 antagonists: effect in parental CHO-K1 cells; inhibition, % at 3 µM; 360,000 tested, 0.6% active; ATP-induced calcium, Fluo-8 fluorescence; AID 602250;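 active = inhibition above a per-plate cutoff, the plate's mean sample inhibition plus 3 SD, cut at about 24% in these data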;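 note: 0% = DMSO plus EC80 ATP and 100% = DMSO alone without ATP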
# CHO parental Ca = ATP-evoked calcium signal inhibitors, parental CHO, primary screen, counter-screen for OX1R antagonist project, cell-based, fluorescence, Fluo-8 calcium dye; parental CHO-K1, ATP-induced calcium, Fluo-8 fluorescence; inhibition, % at 5.6 µM; 330,000 tested, 0.63% active;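 active = inhibition above that plate's mean sample inhibition plus 3 SD, cut at about 26% in these data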;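 note: 0% = ATP-challenged DMSO wells and 100% = DMSO wells without ATP; some compounds past the cut are filed as inactive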
#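 Material: parental CHO cells / Compound: single nominal dose of 5.6 µM per compound / Signal: Fluo-8 fluorescence / Replicates: singlicate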
# CHRM1 antagonist = human M1 muscarinic receptor antagonists, primary screen, CHO-K1 cells, Fluo-8 calcium fluorescence, 1536-well. 360,000 tested, 1.3% active. Muscarinic acetylcholine receptor M1 (Homo sapiens), P11229. AID 588852, 2011. CHO-K1 hM1, ACh EC80 antagonist. inhibition, % at 3 µM;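 active = percent inhibition above its own plate's cutoff, namely the mean of that plate's compound wells plus 3 SD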;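 note: peak over basal fluorescence ratio during 140 s after agonist addition; 0% = ACh EC80 plus DMSO and 100% = DMSO alone without agonist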
# * marks the source's active call; other numbers are inactive results; x = not tested or not shown.
SMILES,M1 ag parental,M1 PAM,CHRM1 agonist,M4 ag,M4 antag,OXTR potentiate,CHO-K1 Ca antag,CHO parental Ca,CHRM1 antagonist
Cn1c(Cn2c(=O)sc3ccccc32)nnc1SCC(=O)Nc1ccc(Cl)cc1,0.5,14,-5,2,-30,0,-7,-16,-21
C1C2CC3C1C3C2=NN=C1C2CC3C(C2)C13,0.3,8,0,1,-6,x,-12,x,-25
Cc1cc(=O)oc2cc(OCC(O)Cn3ccnc3)ccc12 (stereo unspecified),0.2,3,-8,2,-12,8,-4,-5,-10
CCOc1ccc(CCNC(=O)C2CC(=O)N(CCc3ccc(OC)c(OC)c3)C2)cc1OCC (stereo unspecified),-0.4,22,2,1,-25,0,0,-22,-14
COc1ccc(C(CNC(=O)c2cccc(N(C)C)c2)N2CCCC2)cc1 (stereo unspecified),0.3,-2,-6,0,10,2,-13,-15,-3
Cc1ccc(N(CC(=O)N/N=C/c2cccc(Br)c2)S(C)(=O)=O)cc1,0.5,2,-6,1,-13,-6,5,-15,3
CN(C)CCOC(=O)C1(c2ccccc2)CCCC1,0.8,-23,-5,1,77*,-8,-4,-11,100*
Cn1c(=O)c2c(O)c([N+](=O)[O-])c(=O)n(C)c2n(C)c1=O,0.5,10,-2,1,0,-11,-10,-11,-21
Cc1ccc(NCC(=O)c2ccc(C)cc2)cc1,0.9,3,-9,0,-7,-11,-15,-3,-4
CCc1c(C#N)c(SCCC(=O)Nc2ccc(C)cc2)nc2c1C(=O)CC(C)(C)C2,-0.1,7,-4,0,4,-2,7,-23,-7
COc1ccc(NC(=O)c2ccco2)cc1NC(=O)c1ccc(Br)o1,0.5,6,-5,2,6,5,-1,-18,-5
CC1Cc2ccccc2N1C(=O)COC(=O)c1ccc(Cl)c(S(=O)(=O)N2CCOCC2)c1 (stereo unspecified),4.8,3,-4,14,-13,-4,-18,-19,-6

# Retrieved by compound from the list above (seven):
SMILES,M1 ag parental,M1 PAM,CHRM1 agonist,M4 ag,M4 antag,OXTR potentiate,CHO-K1 Ca antag,CHO parental Ca,CHRM1 antagonist
Cc1ccc(N(CC(=O)N/N=C/c2cccc(Br)c2)S(C)(=O)=O)cc1,0.5,2,-6,1,-13,-6,5,-15,3
COc1ccc(NC(=O)c2ccco2)cc1NC(=O)c1ccc(Br)o1,0.5,6,-5,2,6,5,-1,-18,-5
Cc1cc(=O)oc2cc(OCC(O)Cn3ccnc3)ccc12 (stereo unspecified),0.2,3,-8,2,-12,8,-4,-5,-10
CCOc1ccc(CCNC(=O)C2CC(=O)N(CCc3ccc(OC)c(OC)c3)C2)cc1OCC (stereo unspecified),-0.4,22,2,1,-25,0,0,-22,-14
CCc1c(C#N)c(SCCC(=O)Nc2ccc(C)cc2)nc2c1C(=O)CC(C)(C)C2,-0.1,7,-4,0,4,-2,7,-23,-7
COc1ccc(C(CNC(=O)c2cccc(N(C)C)c2)N2CCCC2)cc1 (stereo unspecified),0.3,-2,-6,0,10,2,-13,-15,-3
CN(C)CCOC(=O)C1(c2ccccc2)CCCC1,0.8,-23,-5,1,77*,-8,-4,-11,100*

# Additional results.
SMILES,M1 ag parental,M1 PAM,CHRM1 agonist,M4 ag,M4 antag,OXTR potentiate,CHO-K1 Ca antag,CHO parental Ca,CHRM1 antagonist
CSc1ccc(CN2C(=O)C(C)Oc3c(C(C)=O)cccc32)cc1 (stereo unspecified),2.1,-1,-2,6,-2,x,-5,x,-4
COc1ccc(CCNC(=O)CN(C)S(=O)(=O)c2ccc(OC)cc2)cc1,0.5,5,1,5,-3,-8,9,-13,-5
NC(=O)[C@H]1CC2(CC(c3cccc(NC(=O)CC(c4ccccc4)c4ccccc4)c3)=NO2)CN1C(=O)CC(c1ccccc1)c1ccccc1 (stereo partly specified),0.2,0,-5,4,-2,-5,1,0,6
CCOc1ccc(NC(=O)C/C(C)=N/NC(=O)Cc2ccc(Cl)cc2)cc1,2.9,4,-8,0,0,-17,0,-14,-6
CCN(CC)S(=O)(=O)c1ccc(-c2nnc(SCC(=O)Nc3nc(C)cs3)o2)cc1,0.7,1,-4,0,-2,-5,-14,-10,3
CCCCn1c(N)c(N(C)C(=O)c2cc3c(F)cccc3s2)c(=O)[nH]c1=O,1.0,10,-4,0,0,0,-26,-2,-12
COCCNc1oc(-c2ccccc2Cl)nc1C#N,0.4,7,-2,1,7,-5,2,-7,-4
CCC(C)C(CO)NC(=O)/C=C/[C@H]1O[C@@H](n2cnc3c(NC(=O)c4ccccc4)ncnc32)[C@H](O)[C@@H]1O (stereo partly specified),0.9,10,-2,1,-12,x,-6,x,4
CCOC(=O)CNC(=O)Cn1cnc2c(nnn2-c2cccc(OC)c2)c1=O,1.7,-8,-6,1,8,x,20,x,13
Cc1nnc(SCC(=O)N2CCCCCC2)n(N)c1=O,0.1,6,0,0,-9,0,4,-6,2
S=c1[nH]c2ccc(Cl)cc2[nH]1,0.5,7,-3,0,8,-5,11,-12,-6
O=C(CNC(=O)c1ccc(Br)o1)NC1CCCCCC1,0.1,1,-5,0,-7,-8,5,-4,1
COc1ccc(C(CNC(=O)COc2ccc(-c3ccccc3)cc2)N2CCOCC2)cc1 (stereo unspecified),4.8,1,-2,12,1,-7,-7,9,-2
Cn1ncc2cc(NC(=S)NC(=O)c3ccccc3)ccc21,0.4,9,-1,-1,-5,3,-8,-18,-6
Cc1ccc(C(=O)NCC(=O)NCC(c2cccs2)N(C)C)cc1C (stereo unspecified),-0.3,12,-8,0,-2,7,-10,-10,-10
CC(=O)Nc1ccc(S(=O)(=O)Nc2c(C)n(C)n(-c3ccccc3)c2=O)cc1,0.1,2,-2,0,2,-2,-10,-3,-12
O=C1N[C@@H](Cc2ccccc2)C(=O)N1CCN1CCOCC1,0.4,-5,-4,0,10,-4,3,-21,2
CN1C=CC(=C[N+](=O)[O-])N(C)C1=O,0.2,-1,-4,0,-1,x,-1,x,0
COc1cc(Cl)ccc1OC1(C)CCN(Cc2ccccc2OC(F)F)C1 (stereo unspecified),0.4,-3,-6,1,1,x,-6,x,-2
Clc1ccc(C2=CSC3=Nc4cccc5cccc(c45)N23)cc1,0.4,5,-7,-2,5,-3,2,-20,-4
CCC12CC3CC(C1)CC(C(=O)NNC(N)=O)(C3)C2,2.8,1,-2,8,-17,0,-18,5,0
C=CCn1c(SCC(=O)c2cc(C)n(Cc3cccs3)c2C)nnc1-c1ccncc1,0.7,2,-5,5,-12,-15,-5,-2,2
Cc1ccc(C(=O)N/C(=C\c2ccc(Cl)cc2)C(=O)NCCN2CCOCC2)cc1,0.5,4,-2,1,-6,1,3,-3,-14
CCc1n[nH]c(=S)n1/N=C/c1cccc2ccccc12,18*,4,-6,0,4,-5,-4,-19,-7
O=C(N/N=C\c1ccc(CNS(=O)(=O)c2ccc(Cl)cc2)o1)C(=O)Nc1ccc(Oc2ccccc2)cc1,0.5,3,-7,1,4,0,-4,-5,-3
CCC(C)(c1ccc(C=O)s1)c1ccc(C=O)s1,-0.6,5,-9,0,4,2,-11,4,-6
COc1ccc(S(=O)CC(=O)Nc2ccccc2Cl)cc1 (stereo unspecified),-0.4,-4,-2,2,7,-8,10,-18,-2
CCC1=C(OC(=O)N(CC)CC)N2C(=O)OC(=NCC3CC3)[C@]2(C)[C@H]2C1=CC[C@H]1C(=O)N(CC)C(=O)[C@H]12,1.1,0,-3,0,1,-8,-15,1,4
N#C/C(=C(/O)c1ccc(C(=O)c2ccccc2)cc1)c1nc2ccccc2[nH]1,0.4,5,-2,0,-5,-1,-19,3,-6
CCCc1cc(C(=O)Cc2ccccn2)c(O)cc1O,2.8,4,-1,0,11,-11,-10,-9,-6
CC[n+]1c(/C=C/C=C/N(C(C)=O)c2ccccc2)sc2ccccc21,1.8,-12,12,1,11,3,19,-19,23
Cc1ccc(CS(=O)(=O)CCC(=O)NCCC2=CCCCC2)cc1,-0.5,13,-2,1,4,0,-6,-14,-8
COc1ccccc1C(=O)NCCC(=O)NC(C)c1ccc(-n2ccnc2)cc1 (stereo unspecified),0.6,0,-4,0,-16,-6,6,-11,0
O=C1Nc2ccc([N+](=O)[O-])cc2C1(O)N1CCCCCC1 (stereo unspecified),0.5,7,-1,1,4,-5,-16,4,-40
Cn1c(-c2ccccc2)cnc1NCc1ccc(F)cc1,0.1,-20,-9,2,11,x,6,x,29
CCSc1ncc(Cl)c(C(=O)Nc2ccc(S(=O)(=O)Nc3ncccn3)cc2)n1,1.8,2,-2,0,3,-2,-9,-6,-1
NC(=O)c1ccc[n+](CC(=O)NCc2ccc(Cl)cc2)c1,-0.1,-1,-9,1,-9,-18,-1,1,-1
C=CCCC1CN(CCCC)S(=O)(=O)c2c(F)cccc2O1 (stereo unspecified),-0.3,-2,-6,-2,-9,x,-12,x,-7
CC1(C(=O)NS(=O)(=O)c2cccc(F)c2)CCN1C(=O)Cc1cccs1 (stereo unspecified),0.3,2,-2,0,-3,x,9,x,1
CCCCNC(=O)N(O)C1N(/N=C/c2cccs2)C(=S)SC1(C)C (stereo unspecified),10,8,4,0,-2,2,0,-10,1
CC1=CC(=O)Nc2ncccc2O1,0.0,19,1,1,-16,x,-8,x,-17
Cc1cc(C)cc(C(=O)Nc2cccc(NC(=O)c3ccco3)c2)c1,2.5,-2,-3,8,-7,x,0,x,2
O=C(NC1CCS(=O)(=O)C1)C1CCCC1 (stereo unspecified),0.3,-2,1,1,0,-1,23,1,14
S=c1[nH]nc(-c2cccs2)n1/N=C/c1cn(-c2ccccc2)nc1-c1ccccc1,-0.3,9,-1,-1,5,-4,13,-18,-7
CN(CCCNC(=O)COc1cc(=O)n(C)c2ccccc12)Cc1ccccc1,-0.1,12,-5,0,13,-1,16,-13,-15
COC(=O)c1ccc(-n2c(CCC(=O)O)ccc2-c2ccc(C)cc2)cc1,1.0,-2,1,3,5,-3,6,-16,10
O=C(NCC1CCCO1)c1cccnc1Nc1ccccc1F (stereo unspecified),0.4,17,-3,1,-8,-2,-13,-7,-19
O=C(Nc1ccccc1)NC1(C(=O)NCc2ccco2)CCCCC1,-0.3,-1,-3,0,8,-2,18,-9,5
N#C/C(=C\Nc1ccccc1SC(F)(F)F)c1nc(-c2ccccc2)cs1,0.6,11,-5,1,-2,-4,-6,-4,-10
Cc1nc2ccccc2n1CC(=O)NCc1ccccc1,11,-3,-2,8,3,-10,5,-7,12
Cc1sc2ncnc(N3CCCCC3)c2c1C,2.4,6,-1,3,-6,-6,-37,1,-7
CCOc1cc(/C=C/C(=O)O)ccc1OCc1ccccc1,0.2,9,-6,0,-3,2,-12,0,-11
